High-throughput results: PubChem BioAssay, Broad Institute
LGR2 antag – Drosophila LGR2 receptor signaling inhibition; HEK293 LGR2, CRE-luciferase, bursicon-stimulated, 4 h; inhibition, % at 9.99 µM; 380,000 tested, 0.35% active; AID 720647;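 active = drop in luminescence signal, shown as inhibition above about 50% in the replicate tests, limit read from the data, passing the limit was not always enough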;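 also: agonist challenge used bursicon conditioned medium at about half maximal strength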
esBAF inh – blocks esBAF chromatin remodeling in mouse ES cells; Bmi1-luciferase knock-in reporter, 24 h; 100% = twice the neutral-well signal; 350,000 tested, 2% active; reporter increase, % at 12.5 µM; in the data active = activation above about 40%;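 also: 0% = median of the plate's neutral control wells and 100% = double that signal; a rise in the Bmi1 reporter signal indicates esBAF inhibition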
SIRT5 block – inhibitors of human sirtuin-5 desuccinylase; Q9NXA8; 330,000 tested, 1.1% active; inhibition, % at 15 µM; Purified SirT5, succinyl-peptide AMC, trypsin-coupled fluorescence; in the data active = inhibition above about 15%
Target sequence (Q9NXA8 whole entry, looked up): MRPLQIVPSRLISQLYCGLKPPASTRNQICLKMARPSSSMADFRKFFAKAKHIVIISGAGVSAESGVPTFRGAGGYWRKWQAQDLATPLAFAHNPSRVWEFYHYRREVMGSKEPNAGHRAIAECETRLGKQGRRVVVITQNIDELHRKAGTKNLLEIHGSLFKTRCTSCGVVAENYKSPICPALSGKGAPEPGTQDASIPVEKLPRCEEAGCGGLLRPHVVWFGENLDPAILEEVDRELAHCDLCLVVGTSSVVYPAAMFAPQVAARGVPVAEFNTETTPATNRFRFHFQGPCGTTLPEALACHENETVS
C2C12 statin – protects C2C12 myotubes from simvastatin toxicity; 330,000 tested, 0.78% active; rescue of ATP level, % at 7.49 µM; ATP luminescence, 48 h; scaled: DMSO 0, geranylgeraniol control 100; AID 602340;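 active = mean ATP rescue above about 67%, or every replicate alone reaching that limit, limit read from the data, passing the limit was not always enough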;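 also: myotubes were challenged with 10 µM simvastatin during compound exposure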
CASP6 VEID inh – inhibitors of human caspase-6; P55212; purified caspase-6, Z-VEID-R110 cleavage fluorescence; inhibition, % at 12.5 µM; 350,000 tested, 0.53% active; AID 686996;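 active = mean inhibition across replicates at least about 35%, with every replicate also reaching that limit, limit read from the data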;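 also: 0% = median of neutral control wells and 100% = no fluorescence left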
Target sequence (P55212 24-179 limits assumed): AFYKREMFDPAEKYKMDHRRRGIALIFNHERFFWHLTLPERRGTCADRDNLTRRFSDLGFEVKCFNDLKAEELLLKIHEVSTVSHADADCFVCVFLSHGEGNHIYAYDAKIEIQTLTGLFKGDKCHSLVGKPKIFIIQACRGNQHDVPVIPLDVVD
Target sequence (P55212 194-293 limits assumed): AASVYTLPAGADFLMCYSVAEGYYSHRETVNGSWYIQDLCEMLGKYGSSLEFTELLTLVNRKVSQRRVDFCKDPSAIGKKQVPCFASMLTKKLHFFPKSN
FN deposit inh – fibronectin deposition inhibition; AID 743247; 350,000 tested, 0.086% active; inhibition, % at 12.6 µM; AH1F fibroblasts, Alexa488-fibronectin deposition fluorescence, overnight;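 active = mean inhibition across replicates of 30% or more, regardless of how many single replicates reach that level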;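 also: positive control wells lacked labelled fibronectin entirely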
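Schedule: 1 h cell adhesion before compound, then overnight fibronectin incubation; test system: AH1F fibroblast monolayer depositing Alexa488-labelled fibronectin into matrix; quantity: 10000 AH1F cells per well; probe or stimulus: fluorescent fibronectin at 24 nM final; signal: fluorescence, ex 485 nm, em 525 nm; evaluation: percent inhibition as loss of matrix-bound fibronectin fluorescence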
S100A4 MyoIIA – blocks human S100A4 binding to myosin IIA peptide. inhibition, % at 10.7 µM. P26447. S100A4/TAMRA-MyoIIA peptide fluorescence polarization. 360,000 tested, 0.14% active;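 active = mean inhibition of at least 70% across replicates, with every replicate also reaching that level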
Target sequence (P26447 whole entry, looked up): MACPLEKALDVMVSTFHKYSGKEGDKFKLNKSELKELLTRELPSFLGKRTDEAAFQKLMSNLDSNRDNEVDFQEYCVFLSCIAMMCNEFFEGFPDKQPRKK
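Assay system: human S100A4 monomer with TAMRA-labelled myosin IIA peptide / Buffer or medium: Calcium-containing HEPES buffer, pH 7.2 / Reagent: TAMRA-labelled myosin IIA heavy-chain peptide probe, 5 nM / Compound: one dose per compound / Timing: polarization read 5 min after assay mix addition, stable 5–60 min / Benchmarks: neutral control DMSO, positive control TFP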
An asterisk follows results filed as active; · = not tested or not shown.

nr	SMILES	S100A4 MyoIIA	LGR2 antag	C2C12 statin	esBAF inh	CASP6 VEID inh	SIRT5 block	FN deposit inh
1	CCc1nnc(NC(=O)C2CCC(CNc3c(N4CCC(C)CC4)c(=O)c3=O)CC2)s1 (configuration not stated)	0	-2	·	·	1	-5	-4
2	CCOc1ccc2ccccc2c1CNCCc1ccc(S(N)(=O)=O)cc1	-1	6	5	2	-1	-6	-14
3	COc1ccc(CCNC(=O)CSc2nc3[nH]ncc3c(=O)n2-c2ccccc2OC)cc1OC	1	19	·	·	3	-2	-8
4	CCN(C(=O)CSc1ccc2ccccc2c1)C1CCS(=O)(=O)C1 (configuration not stated)	-2	0	1	1	0	-1	-2
5	CC[n+]1c(/C=C/N(C)c2ccccc2)oc2ccc(Cl)cc21	-4	·	·	·	1	-5	9
6	Clc1cccc(-c2ccc(C=Nc3ccc(N4CCOCC4)cc3)o2)c1Cl	-2	23	·	·	-2	-2	-6
7	COCCNC(=O)C(c1ccc(C)cc1)N(CCOC)C(=O)CCC(=O)Nc1ccccn1 (configuration not stated)	5	-27	26	2	·	0	2
8	CC1(C(=O)NS(=O)(=O)c2ccc(C#N)cc2)CCN1C(=O)Cc1ccc(-c2ccccc2)cc1 (configuration not stated)	0	2	1	0	2	-3	-4
9	CC1CCC2(CC1)NC(=O)N(CC(=O)Nc1cccnc1Cl)C2=O (configuration not stated)	-10	1	2	1	1	-3	1
10	O=C(Nc1cccnc1)c1ccc(Cl)c(S(=O)(=O)N2CCOCC2)c1	5	-6	0	3	3	0	0
11	CC(C)NC(=O)N(C)C[C@H]1Oc2ccc(NC(=O)Nc3ccc4c(c3)OCO4)cc2C(=O)N([C@@H](C)CO)C[C@H]1C	-2	1	10	-3	2	1	·
12	CC1CCN(C(=O)COC(=O)c2ccc(=O)n(Cc3ccccc3)n2)CC1	3	6	2	2	4	3	4
13	COc1cccc(CCNC(=O)c2cc(COc3c(F)cccc3F)on2)c1	0	29	1	-2	1	8	-1
14	COc1ccc(-c2nn(-c3ccccc3)cc2C=O)cc1[N+](=O)[O-]	-1	-13	-21	3	0	-1	6
15	O=C1OC(CN2CCOCC2)CN1N=Cc1ccc([N+](=O)[O-])o1 (configuration not stated)	3	10	-2	-2	9	1	-8
16	CCCc1nc2c(ccc3ccccc32)cc1CC	-18	3	4	-1	13	-5	-7
17	Cc1ccc(NC(=O)N2CCCC2C(=O)NCC2CCCCC2)cc1 (configuration not stated)	5	2	5	-8	-2	-3	-2
18	O=C(NCc1ccccc1)c1ccc2nccnc2c1	-2	-15	12	-5	-2	2	·
19	C[C@@H]1CN([C@H](C)CO)C(=O)Cc2cc(NS(=O)(=O)c3ccc(F)cc3)ccc2O[C@@H]1CN(C)C(=O)Nc1ccccc1	-2	-3	31	1	-1	-2	·
20	C[C@@H]1CN([C@H](C)CO)C(=O)c2cc(N(C)C)ccc2O[C@@H](C)CCCCO[C@@H]1CN(C)C(=O)c1ccccc1	7	13	-8	9	-1	-2	·
21	Cc1ccccc1S(=O)(=O)N1CC(=O)N2[C@H](C1)[C@@H](c1ccc(C#CCC(C)C)cc1)[C@@H]2CO	18	16	·	·	3	11	·
22	C[N+](C)(C)C[C@H](O)CC(=O)[O-]	-1	-5	3	-5	5	-3	·
23	COc1ccc(NC(=O)c2cc(S(=O)(=O)N3CCOCC3)ccc2N2CCOCC2)cc1	13	6	·	·	-1	-1	·
24	CO[C@@H]1CN(C)C(=O)c2ccc(NC(=O)NC(C)C)cc2OC[C@@H](C)NC[C@@H]1C	4	-10	16	-6	-2	-5	11
25	Cc1ccc2c(c1)N(CC(=O)Nc1nccs1)C(=O)CO2	20	1	4	-8	0	-1	1
26	C=CCNc1ncnc2c1ncn2[C@H]1CN(CCN2CCOCC2)C[C@@H](CO)O1	-1	3	0	1	6	·	-12
27	Cc1ccc(NC(=O)C(C)N2CCCC2)cc1Cl (configuration not stated)	41	-1	·	·	0	-4	4
28	COc1cccc(S(=O)(=O)N[C@@H]2CC[C@H](CCn3cc(-c4ccccn4)nn3)O[C@@H]2CO)c1	12	-14	2	0	1	1	·
29	C[C@@H]1CN([C@@H](C)CO)C(=O)c2cccc(NC(=O)c3cnccn3)c2O[C@@H]1CN(C)S(=O)(=O)c1cccs1	-68	18	·	-7	-3	-4	6
30	O=C(N=C1SC2CS(=O)(=O)CC2N1c1ccccc1)C1CC1 (configuration not stated)	-4	-23	-3	-5	-1	0	-4
31	CC(=O)N1c2ccccc2N=C(c2ccc(C(F)(F)F)cc2)C1C(=O)NC1CCCC1 (configuration not stated)	-3	-39	·	·	-3	1	10
32	O=C1NC[C@@H](c2ccccc2)OC(=O)[C@H](Cc2ccc(F)cc2)C/C=C\C[C@@H]1CC(=O)N(CCO)Cc1ccccc1	4	-1	1	5	3	3	-6
33	Nc1ccn([C@@H]2O[C@H](CNCc3cccc(OC4CCCC4)c3)[C@@H](O)[C@H]2O)c(=O)n1	5	30	-5	-3	-2	-2	2
34	C=CCn1c(SCC(=O)NC23CC4CC(CC(C4)C2)C3)nc2cc(C(=O)O)ccc2c1=O	-56	-9	·	·	·	-5	0
35	COc1ccc2c3c(n(C)c2c1)[C@@H](CO)N(C(=O)CN(C)C)CC31CCN(C(=O)NC(C)C)CC1	2	-4	·	·	-4	-6	·
36	C[C@H](CO)N1C[C@H](C)[C@@H](CN(C)Cc2ccc(-c3ccccc3)cc2)Oc2ccc(NC(=O)Cn3cnnn3)cc2CC1=O	-12	-2	89*	-6	0	12	·
37	C[C@H]1CN([C@@H](C)CO)C(=O)c2cccc(NC(=O)Nc3cccc4ccccc34)c2O[C@H]1CN(C)Cc1ccc(C(=O)O)cc1	4	-11	17	0	3	1	·
38	CC(=O)c1cccc(NC(=O)c2nc(-c3ccccc3)oc2C)c1	-5	11	-2	-4	2	1	-4
39	Cc1oc(-c2ccccc2)cc1C(=O)NC(Cc1c[nH]c2ccccc12)C(=O)O (configuration not stated)	·	3	3	-4	·	·	1
40	Cc1ccc(S(=O)(=O)/N=C(/Nc2nc(C)cc(C)n2)N2CCOCC2)cc1	·	·	13	-2	·	·	-8
41	O=C(Cc1cccs1)Nc1nc2c(s1)CCCC2	·	·	-5	59*	·	·	-18
42	O=C(CSCc1ccccc1Br)N/N=C/c1ccccc1C(=O)O	-1	22	·	·	9	-5	5
43	O=C(NCCCNC(=O)c1ccco1)c1ccc(Cl)cc1	-1	13	-15	29	-3	·	0
44	O=[N+]([O-])c1ccc(CN2[C@H](COCc3ccccc3)C=CS2(=O)=O)cc1	0	11	·	·	1	·	-5
45	O=C(CN1C(=O)COc2ccc(Cl)cc21)N1CCc2ccccc21	·	6	-8	-16	·	·	6
46	CC1CCN(C(=O)COC(=O)c2ccc(F)c(S(=O)(=O)N3CCOCC3)c2)CC1	-4	9	14	-1	1	-3	-1
47	Cc1nnsc1Sc1ccccc1	-3	-8	5	-7	-3	-2	7
48	CC(C)NC(=O)c1ccccc1NC(=O)CN(c1ccc2c(c1)OCO2)S(C)(=O)=O	·	-1	8	8	·	·	·

Retrieved by structure from the list above:
nr	SMILES	S100A4 MyoIIA	LGR2 antag	C2C12 statin	esBAF inh	CASP6 VEID inh	SIRT5 block	FN deposit inh
43	O=C(NCCCNC(=O)c1ccco1)c1ccc(Cl)cc1	-1	13	-15	29	-3	·	0
45	O=C(CN1C(=O)COc2ccc(Cl)cc21)N1CCc2ccccc21	·	6	-8	-16	·	·	6
48	CC(C)NC(=O)c1ccccc1NC(=O)CN(c1ccc2c(c1)OCO2)S(C)(=O)=O	·	-1	8	8	·	·	·

Other entries:
nr	SMILES	S100A4 MyoIIA	LGR2 antag	C2C12 statin	esBAF inh	CASP6 VEID inh	SIRT5 block	FN deposit inh
49	COC(=O)c1cnc(SCC(=O)c2ccccc2)n1C	-4	-25	-11	15	-1	-5	1
50	CC(=O)CCC1CC(c2ccc(Cl)cc2)=NO1 (configuration not stated)	9	-57	21	11	2	0	14
51	O=C(NCc1ccccn1)c1n[nH]c2ccccc12	·	·	5	16	·	·	-4
52	Cc1ccc(SCC(=O)NCCc2ccc(F)cc2)cc1	1	-3	11	7	-3	2	-2
53	Cc1cc(C)cc(N(CCC#N)C(=O)COC(=O)Cn2[nH]c(=O)c3ccccc3c2=O)c1	-8	-13	-1	1	0	·	-1
54	COCC(=O)N(C)C[C@H]1Oc2ncc(C#CC(C)(C)O)cc2C(=O)N([C@H](C)CO)C[C@H]1C	2	12	13	-3	-1	-2	-13
55	C#CCN(C[C@@H]1[C@@H](OC(=O)NC2CC2)[C@@H](OC(=O)NC2CC2)Cn2c(=O)n(CCCCCC)c(=O)n21)S(=O)(=O)c1ccc(C)cc1	-3	6	5	2	-1	·	5
56	COc1cc(/C=N/NC(=O)c2csc3c2CCCC3)ccc1OCCN1CCOCC1	-9	7	·	·	-2	2	12
57	O=C(NC[C@H]1[C@@H](c2ccccc2)[C@@H](CO)N1C(=O)Cc1cccnc1)C1CCC1	·	1	5	1	·	·	·
58	COc1ccc(N(CC(=O)Nc2cc(C)ccc2C)S(=O)(=O)c2c(C)noc2C)cc1	-7	10	5	4	4	-2	10
59	O=C(NCCC1=CCCCC1)c1ccc2c(c1)N(Cc1ccccc1)C(=O)CS2	·	15	15	2	·	·	-15
60	N/C(Cc1cccs1)=N\OC(=O)COc1ccc(Cl)cc1Cl	·	-45	-74	71*	·	·	·
61	COC1=CC(=O)OC(c2cccc(Cl)c2)C1 (configuration not stated)	-1	-9	·	·	0	-3	-2
62	COc1cccc(NC(=O)CN(C)C(=O)C(Sc2ccccc2)c2ccccc2)c1 (configuration not stated)	2	-3	1	1	0	6	-1
63	COc1ccc(CCN2CC(C(=O)NCc3nc(C)c(C)s3)CCC2=O)cc1 (configuration not stated)	-3	3	-2	-6	1	-1	-1
64	COc1ccc(OC)c(NC(=O)C(C)OC(=O)c2cc3ccccc3[nH]2)c1 (configuration not stated)	1	6	5	2	2	3	12
65	CCOC(=O)C1CCCN(C(=O)c2cc3cc(OC)c(OC)cc3[nH]2)C1 (configuration not stated)	-1	-5	-5	-2	1	-5	4
66	O=C(c1ccccn1)N1CC(=O)N2[C@@H](CO)[C@H](c3ccc(C#CC4CCCC4)cc3)[C@@H]2C1	7	0	·	·	1	-4	·
67	O=C(O)CCC(=O)OC1CC2CCC1C2 (configuration not stated)	·	·	7	-1	·	·	-1
68	C[C@H]1COC(=O)[C@H](Cc2ccc(F)cc2)C/C=C\C[C@H](CC(=O)N(CCO)Cc2ccccc2)C(=O)N1	0	1	0	4	-3	4	2
69	Cc1ccc(-c2ccc3c(c2)O[C@@H](CN(C)C(=O)C2CC2)[C@@H](C)CN([C@H](C)CO)S3(=O)=O)cc1	3	26	41	-12	3	5	-3
70	COc1cccc(C(=O)Nc2ccc3c(c2)C(=O)N(C)C[C@H](OC)[C@@H](C)CN(C(C)=O)[C@@H](C)CO3)c1	5	-7	5	5	-1	-3	-1
71	CCOc1ccc(CNC(=O)CN2C(=O)CSc3ccc(S(=O)(=O)N4CCOCC4)cc32)cc1OC	-1	-6	8	-3	13	-3	-1
72	CC(C)CN(C(=O)COC(=O)/C=C/c1ccc(Cl)c(Cl)c1)c1c(N)n(Cc2ccccc2)c(=O)[nH]c1=O	-6	-6	·	·	-2	-3	·
73	Cc1ccc(NC(=O)Nc2cccc([N+](=O)[O-])c2)cc1F	2	-15	·	·	1	·	3
74	O=C(CN(Cc1ccc(F)cc1)C(=O)CCC(=O)Nc1nccs1)NCC1CCCO1 (configuration not stated)	7	4	-7	-3	-1	-1	12
75	COc1ccc(-c2cc(C(=O)NNC3=NCCC3)c3c(C)nn(-c4ccccc4)c3n2)cc1	-11	18	·	·	-1	·	-4
76	O=C(O)c1ccccc1CSc1ncccc1C(=O)O	0	-9	·	·	-3	-5	-4
77	O=[N+]([O-])c1cccc2c(Cl)ccnc12	4	17	·	·	-1	-3	·

An excerpt (hit frequency here may not be typical).
